# pCIP destab – p/CIP protein destabilization; Q05BA5; F442A p/CIP-EGFP cells, EGFP fluorescence, 16 h; decrease of EGFP signal, % at 10 µM; 290,000 tested, 0.01% active; AID 1984;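 active = EGFP signal decrease of at least 30% at 10 µM or well 3 SD below plate mean, unless failing retest; inactive = the rest, including hits failing retest or dose response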; also: some compounds called inactive have numbers as strong as hits; many of its hits are not listed in these tables
# Target sequence (Q05BA5 1-1403): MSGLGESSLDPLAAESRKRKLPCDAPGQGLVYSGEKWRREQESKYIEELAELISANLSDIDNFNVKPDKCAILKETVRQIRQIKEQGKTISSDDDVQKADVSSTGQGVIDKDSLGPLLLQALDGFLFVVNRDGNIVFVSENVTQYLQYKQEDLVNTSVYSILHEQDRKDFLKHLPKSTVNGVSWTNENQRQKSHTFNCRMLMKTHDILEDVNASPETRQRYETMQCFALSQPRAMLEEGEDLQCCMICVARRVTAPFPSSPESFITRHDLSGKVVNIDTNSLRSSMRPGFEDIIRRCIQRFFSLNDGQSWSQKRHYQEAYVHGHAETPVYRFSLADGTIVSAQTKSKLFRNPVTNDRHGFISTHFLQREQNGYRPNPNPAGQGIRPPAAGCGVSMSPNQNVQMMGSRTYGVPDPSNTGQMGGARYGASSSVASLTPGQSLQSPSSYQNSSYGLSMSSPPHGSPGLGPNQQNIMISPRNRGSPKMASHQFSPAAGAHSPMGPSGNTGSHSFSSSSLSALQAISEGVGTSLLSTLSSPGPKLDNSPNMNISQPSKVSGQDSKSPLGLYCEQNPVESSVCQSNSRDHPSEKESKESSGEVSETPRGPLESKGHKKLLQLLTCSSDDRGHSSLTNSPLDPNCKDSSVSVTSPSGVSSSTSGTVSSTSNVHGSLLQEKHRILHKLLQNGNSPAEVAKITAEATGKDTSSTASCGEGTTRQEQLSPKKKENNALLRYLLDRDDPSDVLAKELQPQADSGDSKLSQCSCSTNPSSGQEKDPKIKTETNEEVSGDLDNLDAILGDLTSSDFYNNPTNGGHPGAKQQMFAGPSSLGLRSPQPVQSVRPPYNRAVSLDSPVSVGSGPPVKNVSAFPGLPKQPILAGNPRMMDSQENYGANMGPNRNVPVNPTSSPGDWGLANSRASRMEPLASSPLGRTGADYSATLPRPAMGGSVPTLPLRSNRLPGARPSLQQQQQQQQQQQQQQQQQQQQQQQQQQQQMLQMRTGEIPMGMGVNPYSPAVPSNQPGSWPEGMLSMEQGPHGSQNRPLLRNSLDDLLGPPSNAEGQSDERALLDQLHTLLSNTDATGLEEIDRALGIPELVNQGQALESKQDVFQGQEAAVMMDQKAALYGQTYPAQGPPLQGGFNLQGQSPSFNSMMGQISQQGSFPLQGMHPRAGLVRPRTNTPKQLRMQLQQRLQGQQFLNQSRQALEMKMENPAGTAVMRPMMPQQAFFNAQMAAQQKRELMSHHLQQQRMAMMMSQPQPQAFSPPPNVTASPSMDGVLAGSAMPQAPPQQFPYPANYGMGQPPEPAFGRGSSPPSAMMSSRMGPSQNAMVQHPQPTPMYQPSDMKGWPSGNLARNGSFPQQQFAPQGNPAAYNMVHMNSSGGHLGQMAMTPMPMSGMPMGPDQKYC
# MEKK2 mut-MEK5 – signal of MEK5 binding to mutant human MEKK2 PB1 domain; percent response, % at 10 µM; AID 1530; 290,000 tested, 0.35% active; bead flow cytometry, Alexa488-MEK5 binding to MEKK2 mutant; in the data active = percent response above about 24%, passing the limit was not always enough; also: inactives centre near 1; some results filed as inactive read as strong as hits; reference of the scale not given here
# M18AAP inhibitor – blocks P. falciparum M18 aspartyl aminopeptidase | recombinant PfM18AAP, H-Glu-NHMec fluorogenic cleavage | inhibition, % at 7.35 µM | 290,000 tested, 1.2% active | AID 1822;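 active = inhibition above the campaign mean inhibition over all tested compounds plus 3 SD, cut at about 28% in these data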;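 also: 0% = plate median of test compound wells and 100% = 2 mM ZnCl2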
# UBC9 SUMO inh – blocks human SUMOylation mediated by UBC9 | P63279 | HTRF SUMOylation assay, SAE1/SAE2 + UBC9, in vitro | inhibition, % at 35 µM | 290,000 tested, 0.36% active | AID 2006; in the data active = inhibition above about 50%, passing the limit was not always enough; also: strong numbers were not always called active
# MEKK2 WT-MEK5 – raises or lowers MEK5 binding to wildtype human MEKK2 PB1 domain. binding response (% of control), % at 10 µM. AID 1531. Q9Y2U5. bead flow cytometry, Alexa488-MEK5 binding to MEKK2 WT; actives lie on both sides. 290,000 tested, 1.1% active; in the data active = binding response below about 67% or above about 130%
# IDE cell activ – activators of human insulin-degrading enzyme in cells. P14735. HEK cells, FAbeta-B cleavage, fluorescence polarization; 0% vehicle, 100% cell-free pure enzyme wells. activation, % at 5.96 µM. 340,000 tested, 0.073% active;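 active = activation above the mean of all tested compounds plus 3 SD, set per screening campaign, cut at about 17% in these data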
# IDE inh – inhibitors of human insulin-degrading enzyme in cells. 320,000 tested, 0.41% active. inhibition, % at 5.59 µM. P14735. AID 434962. HEK cells, FAbetaB cleavage, fluorescence polarization;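 active = percent inhibition above the average of all tested compounds plus 3 SD, set per screening campaign, cut at about 16% in these data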;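 also: IDE supplied by intact live HEK cells; FP after avidin binding of uncleaved biotin substrate so inhibition keeps polarization high; 0% = DMSO wells and 100% = 60 µM reference IDE inhibitor Ii1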
# MEKK3 PB1 HTS – raises or lowers MEK5 binding to the human MEKK3 PB1 domain; Q99759; binding response (% of control), % at 10 µM; bead-based flow cytometry, Alexa488-MEK5 binding to MEKK3; actives lie on both sides; 0 = blocked by unlabeled MEK5, 100 = vehicle; 290,000 tested, 1.4% active;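 active = binding response more than 3 SD above or below the average of its plate-row segment, actives on both sides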;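 also: Alexa488 bead fluorescence after subtracting the streptavidin-only scavenger bead signal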
# NALP1 yeast inh – blocks the NALP1 inflammasome reconstituted in yeast; AID 2071; inhibition, % at 10 µM; 280,000 tested, 0.61% active; S. cerevisiae NALP1/ASC/caspase-1 growth, X-gal OD620, 72 h; in the data active = inhibition mostly above about 24%, no sharp cut-off; inactive = mostly below about 32%; also: some compounds called inactive have numbers as strong as hits
# The depositor's hits bear a star; / = not tested or not shown. Only part of the results is shown; count on the stated rates, not on these rows.
SMILES,pCIP destab,MEKK2 mut-MEK5,M18AAP inhibitor,UBC9 SUMO inh,MEKK2 WT-MEK5,IDE cell activ,IDE inh,MEKK3 PB1 HTS,NALP1 yeast inh
CCN1CCCC1CNS(=O)(=O)c1c(C)cc(C)cc1C (stereo not drawn),-1.1,1.0,1.6,-0.4,105.0,0.0,-0.3,98.0,1.2
CCOc1ccc(C(=O)Nc2cc(C)on2)cc1OCC,-5.8,4.0,0.4,5.7,104.0,4.2,-3.8,114.0,-4.6
COc1ccc(CCNC(=O)C2CCCN(S(C)(=O)=O)C2)cc1 (stereo not drawn),-2.0,12.0,2.7,-8.4,106.0,3.5,1.7,95.0,-0.2
CC(NC(=O)CSCc1ccc(Br)cc1)c1ccccc1 (stereo not drawn),9.4,9.0,-4.8,-9.2,103.0,2.5,1.2,105.0,-12.0
CCCc1nc2nc(C)c(NS(=O)(=O)c3ccc(F)cc3)c(=O)n2[nH]1,-4.0,2.0,2.3,1.1,97.0,-1.5,0.1,100.0,6.3
Cn1c(=O)cc(OCC(=O)N2CCN(c3cccc(C(F)(F)F)c3)CC2)c2ccccc21,11.3,0.0,1.0,-3.3,101.0,-0.4,1.6,106.0,14.6
Cc1ccc(-c2csc(N/N=C/c3ccco3)n2)c(C)c1,-8.2,2.0,32.6*,9.7,96.0,1.1,-3.9,100.0,4.6
FC(F)(F)c1cccc(CN2CCSCC2)c1,-10.3,7.0,-7.4,13.9,106.0,4.9,-5.8,107.0,-18.9
O=C(NCc1ccc(F)cc1)c1ccccc1OCc1ccccc1,-6.9,-3.0,-8.6,-12.8,96.0,0.2,1.8,95.0,33.7
NC(=O)c1nnn(-c2ccc([N+](=O)[O-])cc2)c1-c1ccccc1,4.6,-46.0,-9.0,20.0,66.0,-3.5,2.4,65.0,13.4
O=C(CN1C(=O)c2ccccc2C1=O)Nc1ccc(Cl)cn1,5.1,-22.0,-4.3,-1.9,91.0,6.3,4.9,88.0,19.1
COc1cc(NC(=S)NCCc2ccc(S(N)(=O)=O)cc2)c(OC)cc1Cl,-10.4,-1.0,9.2,-12.9,103.0,-0.1,2.6,102.0,-13.7
CC1CCN(C(=S)c2ccc([N+](=O)[O-])cc2)CC1,16.3,28.0,-1.9,-41.7,100.0,-0.9,3.0,100.0,20.3
O=C(CCCNS(=O)(=O)c1cccc2nsnc12)NCCN1CCN(c2ccccc2F)CC1,-1.6,-2.0,-3.0,11.7,99.0,1.3,7.7,100.0,8.8
COc1cc(C2C(C(=O)Nc3ccccc3OC)=C(C)Nc3ncnn32)ccc1O (stereo not drawn),-1.5,12.0,-1.9,5.0,100.0,1.4,0.8,105.0,-25.6
CC(C)OCCCNc1ncnc2c1cnn2-c1ccccc1,11.1,7.0,-3.7,-0.6,101.0,-0.8,-3.0,104.0,4.7
c1ccc2c(c1)[nH]c1nc(SCCN3CCOCC3)nnc12,2.2,1.0,-2.6,0.6,102.0,-3.8,-3.0,101.0,7.2
O=[N+]([O-])c1ccccc1S(=O)(=O)NCc1ccco1,-4.4,-1.0,4.8,5.4,100.0,/,-0.5,99.0,8.9
CCNc1nc(NCC)nc(OCCOC(C)=O)n1,2.6,5.0,-7.9,13.6,101.0,1.1,0.0,102.0,-133.7
CC(=O)c1sc(C(=O)O)c(-c2ccco2)c1-c1ccco1,-2.0,1.0,30.3*,27.5,100.0,4.5,1.1,97.0,11.7
COCCn1c(=NC(=O)CSC(C)=O)sc2cc(F)ccc21,1.8,4.0,-2.7,-1.1,107.0,1.6,-4.2,105.0,6.0
O=C(Nc1c(F)cc(F)cc1Br)c1ccco1,-3.6,1.0,1.2,-6.0,98.0,3.5,-2.1,91.0,32.3
CC(=O)c1ccc(-c2ccc(C(=O)NC3CCCCCC3)o2)cc1,1.3,-2.0,-3.8,13.1,104.0,-3.2,7.4,113.0,6.0
O=C(NNC(=S)NC(=O)c1cccs1)c1cccnc1,-8.1,-5.0,12.5,3.6,97.0,-1.3,-1.8,101.0,-10.5
COc1cc(NC(=O)C(=O)NCCN(C)C)c(OC)cc1Cl,-31.9,-12.0,6.0,6.4,81.0,5.2,5.0,92.0,-8.7
# (next part)
SMILES,pCIP destab,MEKK2 mut-MEK5,M18AAP inhibitor,UBC9 SUMO inh,MEKK2 WT-MEK5,IDE cell activ,IDE inh,MEKK3 PB1 HTS,NALP1 yeast inh
O=C(NC(=S)N1CCN(Cc2ccc3c(c2)OCO3)CC1)c1ccc(Cl)cc1,-11.9,55.0*,1.1,21.2,121.0,2.3,3.9,104.0,28.1
COC(=O)c1cc(C(=O)OCC(=O)NC2CCS(=O)(=O)C2)cc([N+](=O)[O-])c1 (stereo not drawn),-6.9,-2.0,1.0,-5.6,100.0,2.0,2.5,99.0,-9.9
COc1cc(/C=N/NC(=O)C2(O)c3ccccc3-c3ccccc32)ccc1O,-2.0,0.0,6.1,-8.1,108.0,6.2,0.4,148.0*,-30.1
CC(C)=CCC(C)(C)/C=N/NC(N)=O,-1.7,3.0,-7.4,22.5,100.0,2.8,-8.5,97.0,/
O=C1/C(=C/c2ccco2)SC(=S)N1c1cccnc1,-1.6,-12.0,21.3,83.6*,77.0,-1.5,/,87.0,-10.1
Cn1c(=O)c2c([nH]c(=S)n2Cc2ccc(Cl)cc2)n(C)c1=O,-5.7,2.0,29.8*,19.0,102.0,0.0,4.8,103.0,-13.8
CCN(CC)S(=O)(=O)c1cccc(NC(=O)COC(=O)c2n[nH]c(=O)c3ccccc23)c1,23.5,-5.0,3.6,-17.4,96.0,0.1,3.9,101.0,9.0
Cc1cc(OCc2ccc(C(=O)n3cccn3)o2)ccc1Cl,6.6,3.0,-1.1,4.3,100.0,-3.8,6.1,103.0,7.8
Cc1ccc(-n2c(-c3ccc(Br)cc3)c[n+]3c2CCc2ccc4cccnc4c2-3)cc1,-15.0,24.0,0.0,1.4,153.0*,-3.5,3.5,105.0,17.4
O=C(c1ccc(-n2cncn2)c([N+](=O)[O-])c1)N1CCN(c2cccc(Cl)c2)CC1,-6.9,7.0,3.8,3.4,110.0,-0.5,2.0,105.0,-0.9
O=C(O)CNc1ccc(S(=O)(=O)C(F)(F)F)cc1[N+](=O)[O-],-7.8,-12.0,-3.9,20.1,95.0,6.7,-5.0,95.0,4.5
N#Cc1ccccc1NC(=O)c1ccc2c(Cl)c3c(nc2c1)CCCC3,-14.1,0.0,1.2,-2.2,119.0,5.3,-2.5,101.0,12.3
O=C1COc2ccc(S(=O)(=O)Nc3ccc4c(c3)OCO4)cc2N1,19.2,5.0,4.6,-16.5,103.0,0.2,1.4,96.0,2.6
COCCN(C(=S)Nc1ccc(C)c(C)c1)C(C)c1ccco1 (stereo not drawn),10.0,-9.0,3.6,-35.5,90.0,1.4,5.6,100.0,-9.4
CCNC(=O)NC(=O)CSc1ccc2ccccc2c1,4.3,-5.0,-7.3,19.8,93.0,-2.9,-1.1,96.0,9.7
COc1ccc(CCNC(=O)Cn2c(=O)c3cccn3c3cccnc32)c(OC)c1OC,-0.6,0.0,-2.4,-0.6,98.0,3.2,3.1,101.0,15.8
Clc1cccc(Cl)c1-c1nnc2cccc(Cl)n12,-7.4,3.0,4.9,-7.9,99.0,5.2,6.0,117.0,-1.3
CCOc1ccc(C(CC(=O)O)NC(=O)COc2ccccc2)cc1OC (stereo not drawn),-4.9,-2.0,-11.0,4.6,100.0,8.4,-0.5,115.0,-1.5
COc1ccc(N(C)C(=O)c2ccc3c(Cl)c4c(nc3c2)CCCC4)c(OC)c1,2.9,2.0,0.9,7.0,102.0,-2.0,-3.5,101.0,18.1
COc1ccc(NC(=O)C2CC(=O)OC2(C)C)cc1 (stereo not drawn),-1.5,3.0,-0.2,0.8,102.0,0.4,-6.1,103.0,28.4
CCn1c(SCC(=O)OC)nc2sc3c(c2c1=O)CCC3,-20.2,2.0,5.0,26.0,101.0,-3.5,0.2,98.0,9.3
CC(=O)c1c(C)cc(C)c(CSc2nc(C)cc(=O)[nH]2)c1C,-1.0,4.0,6.1,20.0,105.0,-8.4,3.6,97.0,16.0
O=[N+]([O-])C(/C=C(\Cl)[N+](=O)[O-])=C(N1CCCCC1)N1CCCCC1,-30.5,-5.0,-9.5,6.9,94.0,0.1,-1.3,101.0,15.4
CCOC(=O)C1CCN(C(=O)c2cn(CCOC)c(=O)c3c2c2ccccc2n3C)CC1,-13.4,2.0,1.8,21.2,101.0,7.2,-1.8,95.0,14.2
COc1ccc2oc(=O)c(C(=O)NCc3ccccn3)cc2c1,-26.2,16.0,0.2,31.2,102.0,3.2,3.8,109.0,0.3
# (cont.)
SMILES,pCIP destab,MEKK2 mut-MEK5,M18AAP inhibitor,UBC9 SUMO inh,MEKK2 WT-MEK5,IDE cell activ,IDE inh,MEKK3 PB1 HTS,NALP1 yeast inh
CC(C)Cn1c(/C=C/c2ccccc2)nc2ccccc21,6.6,13.0,-0.3,8.9,112.0,-1.9,-4.5,102.0,34.0
Cc1ccc2c(c1)N=C(c1ccc(Cl)cc1)CO2,10.9,4.0,29.1*,-3.5,99.0,-3.7,1.9,97.0,9.9
CC1=C(C(=O)Nc2ccccc2)C(c2ccc(C)o2)n2c(s/c(=C\c3ccco3)c2=O)=N1 (stereo not drawn),-17.4,1.0,23.1,71.8*,89.0,0.3,/,93.0,0.4
COc1cc(C(=O)OCC(=O)NC(N)=O)cc(CN2C(=O)c3ccccc3C2=O)c1OC,-21.4,1.0,-2.9,15.9,102.0,2.9,3.0,101.0,9.8
CCN1CCN(S(=O)(=O)c2cc(C(=O)O)ccc2Cl)CC1,-8.2,-1.0,3.6,-2.9,99.0,-5.1,-1.0,99.0,-10.5
O=c1[nH]c(=O)n([C@H]2C[C@H](O)[C@@H](CO)O2)cc1F,1.3,3.0,-3.6,8.1,92.0,4.8,9.8,98.0,14.6
O=C(C1CCOCC1)N1CCCC(N2CCN(c3cccc(C(F)(F)F)c3)CC2)C1 (stereo not drawn),-9.8,4.0,2.7,3.1,104.0,7.8,-0.7,104.0,12.1
O=C(NCc1cccnc1)c1ccc(Cl)cc1[N+](=O)[O-],-8.5,4.0,1.5,9.2,116.0,4.1,3.0,117.0,/
Cc1nnc(N2C(=O)C(O)=C(C(=O)c3ccco3)C2c2cccc([N+](=O)[O-])c2)s1 (stereo not drawn),-4.8,2.0,-1.8,15.3,102.0,-3.7,-1.3,101.0,13.2
COc1ccc(S(=O)(=O)N2CCC(N3CCN(c4ccccc4OC)CC3)CC2)cc1,5.6,-3.0,-0.8,5.8,96.0,-1.1,-3.9,96.0,-4.6
Cc1ccc(N(CC(=O)N2CCCCCC2)S(=O)(=O)c2ccccc2)cc1,-19.1,-4.0,-13.3,3.4,100.0,2.6,1.8,103.0,14.8
COc1ccc(CCNc2oc(COc3ccc(F)cc3)nc2C#N)cc1,6.2,2.0,0.1,-12.3,109.0,-4.7,2.3,110.0,-2.6
O=C(CN1C(=O)COc2ccccc21)N(Cc1ccc2c(c1)OCO2)CC1CCCO1 (stereo not drawn),-0.8,-15.0,-6.5,-6.8,80.0,2.8,-1.5,71.0,-7.5

# Retrieved by structure from the list above (3):
SMILES,pCIP destab,MEKK2 mut-MEK5,M18AAP inhibitor,UBC9 SUMO inh,MEKK2 WT-MEK5,IDE cell activ,IDE inh,MEKK3 PB1 HTS,NALP1 yeast inh
O=C1COc2ccc(S(=O)(=O)Nc3ccc4c(c3)OCO4)cc2N1,19.2,5.0,4.6,-16.5,103.0,0.2,1.4,96.0,2.6
COc1ccc2oc(=O)c(C(=O)NCc3ccccn3)cc2c1,-26.2,16.0,0.2,31.2,102.0,3.2,3.8,109.0,0.3
O=C(NC(=S)N1CCN(Cc2ccc3c(c2)OCO3)CC1)c1ccc(Cl)cc1,-11.9,55.0*,1.1,21.2,121.0,2.3,3.9,104.0,28.1

# Bioassay records deposited in PubChem by several laboratories.
